Cardiac RTF inh – cardiac RTF calcium desensitization. P19429+P45379. IANBD-labeled cardiac RTF, Ca2+ fluorescence. inhibition, % at 7.15 µM. hit rate 0.12% among 340,000. AID 493244;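 active = inhibition above the mean inhibition of all tested compounds plus 3 SD, cut at about 17% in these data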;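 note: assay run at fixed EC70 calcium of 1.6 mM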
MOR-DOR ag – agonists of human mu-delta opioid receptor heterodimerization; P35372+P41143; cells, OPRM1-OPRD1 heterodimerization, luminescence; hit rate 0.3% among 340,000; activation, % at 9.3 µM; in the data active = activation above about 18%;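 note: 0% = vehicle-treated cells and 100% = reference agonist; values of inactives mirror those of a sister screen read the other way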
Target sequence (P35372 whole entry, looked up): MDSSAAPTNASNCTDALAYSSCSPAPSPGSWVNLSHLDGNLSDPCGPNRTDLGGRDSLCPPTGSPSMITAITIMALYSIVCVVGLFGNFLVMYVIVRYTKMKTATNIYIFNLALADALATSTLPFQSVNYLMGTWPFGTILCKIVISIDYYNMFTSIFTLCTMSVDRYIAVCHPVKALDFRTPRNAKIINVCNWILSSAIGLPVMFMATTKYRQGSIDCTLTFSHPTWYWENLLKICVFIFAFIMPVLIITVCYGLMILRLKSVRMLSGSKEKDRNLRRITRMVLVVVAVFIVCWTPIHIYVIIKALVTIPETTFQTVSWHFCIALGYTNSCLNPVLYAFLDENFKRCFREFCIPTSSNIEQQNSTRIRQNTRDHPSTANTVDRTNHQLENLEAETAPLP
Target sequence (P41143 whole entry, looked up): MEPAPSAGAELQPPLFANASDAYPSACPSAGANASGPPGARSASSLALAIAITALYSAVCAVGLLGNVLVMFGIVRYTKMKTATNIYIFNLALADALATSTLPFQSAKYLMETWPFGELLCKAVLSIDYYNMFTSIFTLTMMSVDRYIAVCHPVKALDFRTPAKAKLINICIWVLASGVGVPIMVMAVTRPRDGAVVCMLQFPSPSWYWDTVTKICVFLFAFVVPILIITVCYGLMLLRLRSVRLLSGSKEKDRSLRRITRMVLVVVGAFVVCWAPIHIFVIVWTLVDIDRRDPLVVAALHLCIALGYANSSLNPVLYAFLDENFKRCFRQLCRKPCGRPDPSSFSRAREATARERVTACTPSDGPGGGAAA
HTR5A inv ctr – HTR5A inverse agonism, opioid heterodimer counter-screen | P47898 | HTR5A cell line, luminescence | inhibition, % at 9.3 µM | hit rate 0.083% among 340,000; in the data active = inhibition mostly above about 23%, no sharp cut-off; inactive = mostly below about 18%;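 note: 0% = cells with DMSO and 100% = no-cell wells with DMSO; some compounds called inactive have numbers as strong as hits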
MOR-DOR inv ag – inverse agonists of human mu-delta opioid receptor heterodimerization; P35372+P41143; cell-based MOR-DOR heterodimer luminescence, inverse agonism; inhibition, % at 9.3 µM; hit rate 0.21% among 340,000; in the data active = inhibition above about 22%, passing the limit was not always enough;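 note: 0% = cells with DMSO and 100% = wells without cells with DMSO; values of inactives mirror those of a sister screen read the other way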
cardiac RTF act – cardiac RTF calcium sensitization. P19429+P45379. hit rate 0.24% among 340,000. AID 493008. activation, % at 7.2 µM. IANBD-labeled TnC RTF fluorescence at EC20 calcium; 0% EC20 calcium, 100% full calcium;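 active = activation above the mean over all tested compounds plus 3 SD, cut at about 30% in these data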;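 note: rise in fluorescence read as greater calcium sensitivity of cardiac thin filaments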
C-LANA FP – KSHV C-LANA DNA binding inhibition | AID 504423 | hit rate 0.078% among 340,000 | MBP-C-LANA/FAM-LBS DNA binding, fluorescence polarization | inhibition, % at 9 µM;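 active = highest replicate inhibition at or above 60% at 9 µM, even if other replicates fall short; inactive = all replicates below 60% inhibition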;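 note: 0% = neutral control wells and 100% = 4 µM acridine orange control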
HTR5A ag ctr – HTR5A agonism, opioid heterodimer counter-screen; P47898; HTR5A agonist assay, luminescence, cell-based; activation, % at 9.3 µM; hit rate 0.61% among 340,000; AID 504692; in the data active = activation mostly above about 9.5%, no sharp cut-off; inactive = mostly below about 7.6%;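 note: 0% = cells with vehicle only and 100% = reference agonist; strong numbers were not always called active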
Keap1-Nrf2 PPI – inhibitors of human Keap1-Nrf2 protein-protein interaction | Keap1 Kelch-Nrf2 peptide fluorescence polarization, 1536-well | inhibition, % at 9.4 µM | hit rate 0.15% among 340,000; in the data active = inhibition above about 12%;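 note: human Keap1 Kelch domain with fluorescein labeled Nrf2 9mer peptide probe; 0% = neutral control wells and 100% = peptide positive control; higher means more block of Keap1 binding to Nrf2 peptide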
CAL-PDZ inh HTS – blocks peptide binding to the human CAL PDZ domain; inhibition, % at 24.9 µM; Q9HD26; purified CAL PDZ, TMR-peptide fluorescence polarization, 1 h; AID 602252; hit rate 0.92% among 300,000;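 active = mean inhibition of at least 30% with at least half of replicates also reaching 30%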;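 note: 0% = DMSO neutral control and 100% = excess unlabeled competitor peptide PRC23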
V-ATPase pHluor – regulators of yeast V-ATPase proton transport. S. cerevisiae, pHLuorin cytosolic pH fluorescence. hit rate 0.37% among 350,000. AID 504577. response, % at 10 µM; in the data active = response mostly above about 7.3%, no sharp cut-off; inactive = mostly below about 5.4%; note: actives read high; inactives centre near 0; some compounds called inactive have numbers as strong as hits; reference of the scale not given here
An asterisk follows results filed as active; . = not tested or not shown.

Value order: Cardiac RTF inh, MOR-DOR ag, HTR5A inv ctr, MOR-DOR inv ag, cardiac RTF act, C-LANA FP, HTR5A ag ctr, Keap1-Nrf2 PPI, CAL-PDZ inh HTS, V-ATPase pHluor
- Cc1cccc(-n2cc(-c3ccccc3)c3c(NN4CCOCC4)ncnc32)c1
    0, -2.7, -14, 16, 1, 0.3, 5, 0, 3, 6
- CCC(C)(C)NC(=O)C(c1ccccc1)N(C(=O)c1csnn1)C1CC1 (configuration not stated)
    3, -0.8, 1, 4, 5, -0.2, 1, -2, 1, 0
- CCCn1c(/C=N/Nc2nc3ccccc3[nH]2)nc2ccccc21
    1, -2.2, 13, 11, 1, -0.7, -4, -1, -2, -3
- CC1Oc2ccccc2N(CC(=O)N(Cc2ccccc2)Cc2ccccn2)C1=O (configuration not stated)
    -5, -3.3, -11, 17, 6, -0.1, -1, -3, 0, 0
- O=C(CCC(=O)c1cccs1)NC(c1ccccc1)c1ccccc1
    1, -1.2, 13, 7, -5, 0.8, 4, 1, -2, 1
- COc1ccccc1NC(=O)COC(=O)c1c(C)nn(-c2ccccc2)c1C
    -7, -2.3, 13, 9, -2, -1.4, 2, -3, -1, -1
- COc1ccc(N=Cc2cc3c(cc2O)OC(N)=C(C#N)C3c2ccccc2)cc1 (configuration not stated)
    -44, 2.2, -10, -12, 71*, 3.8, 10, -2, 0, 0
- CC[n+]1c(C)cc(C)n1-c1ccccc1
    -2, -0.6, 17, 3, 12, 1.7, 8, -4, ., 0
- O=C(CC1C(=O)NCCN1Cc1c(F)cccc1Cl)NC1CCCCCC1 (configuration not stated)
    -6, -1.1, -4, 6, 0, 0.6, 2, -2, -2, 7
- COC(=O)c1cccc(C23CC4(C2)[C@H](CN(Cc2ccc(C(F)(F)F)cc2)[C@@H]4c2ccccc2)C3c2ccc(Cl)nc2)c1 (some centres not stated)
    -13, 1.2, 7, -6, -6, -0.8, 11, -3, -3, -1
- CC(C)NC(=O)COc1ncnc2sccc12
    -5, -0.7, 18, 4, 2, 0.6, -1, 0, ., -1
- CNc1snc(C)c1C(=O)OC(C)C(=O)Nc1cccc(OC)c1 (configuration not stated)
    -3, 1.4, 12, -6, 5, 0.3, -4, -2, -3, 1
- Cc1ccc(S(=O)(=O)Nc2ccc3c(c2)C(=O)N([C@H](C)CO)C[C@H](C)[C@@H](CN(C)Cc2ccc(-c4ccccc4)cc2)O3)cc1
    -1, 3.0, -24, -17, 4, 0.9, 9, -5, -4, 1
- COC(=O)CCC(=O)OC1(C)C(=O)C2=CN(C3CCCC3)C(c3ccc(OC)cc3)=CC2=C(Br)C1=O (configuration not stated)
    -19, 4.7, -14, -25, 6, 4.4, 0, 5, -2, 1
- Cc1cc(C(=O)CSc2nnnn2-c2ccc(Cl)cc2)c(C)n1CC1CCCO1 (configuration not stated)
    -3, 0.2, -8, -2, 9, 0.7, 3, 1, 2, -3
- Cc1ccc(OCC(=O)Nc2cc(C)on2)c([N+](=O)[O-])n1
    -8, -0.9, 3, 4, -1, -0.5, -1, -10, -1, -1
- Cc1ccc(Nc2nc(-c3ccc(F)cc3)cs2)nc1
    -7, 9.3, 4, -46, 6, -2.1, -1, -1, 0, 0
- O=C(O)c1ccccc1-c1ccccc1C(=O)Nc1nccs1
    -6, -0.8, -6, 4, -2, -2.2, 2, -2, 3, -1
- Cc1c(S(=O)(=O)Nc2cc(Cl)ccc2Cl)c(=O)n(C)c(=O)n1C
    -6, -0.2, -11, 1, 0, 1.0, 4, -3, ., 3
- CC(=O)NC(=S)Nc1ccc(NC(=S)NC(=O)c2cccs2)cc1
    -10, -3.7, -18, 20, -2, 0.5, 1, 1, -8, -2

Shown as labelled records: 3 of the compounds above
> Cc1c(S(=O)(=O)Nc2cc(Cl)ccc2Cl)c(=O)n(C)c(=O)n1C
- Cardiac RTF inh: -6
- MOR-DOR ag: -0.2
- HTR5A inv ctr: -11
- MOR-DOR inv ag: 1
- cardiac RTF act: 0
- C-LANA FP: 1.0
- HTR5A ag ctr: 4
- Keap1-Nrf2 PPI: -3
- CAL-PDZ inh HTS: .
- V-ATPase pHluor: 3
> CC(=O)NC(=S)Nc1ccc(NC(=S)NC(=O)c2cccs2)cc1
- Cardiac RTF inh: -10
- MOR-DOR ag: -3.7
- HTR5A inv ctr: -18
- MOR-DOR inv ag: 20
- cardiac RTF act: -2
- C-LANA FP: 0.5
- HTR5A ag ctr: 1
- Keap1-Nrf2 PPI: 1
- CAL-PDZ inh HTS: -8
- V-ATPase pHluor: -2
> CC(C)NC(=O)COc1ncnc2sccc12
- Cardiac RTF inh: -5
- MOR-DOR ag: -0.7
- HTR5A inv ctr: 18
- MOR-DOR inv ag: 4
- cardiac RTF act: 2
- C-LANA FP: 0.6
- HTR5A ag ctr: -1
- Keap1-Nrf2 PPI: 0
- CAL-PDZ inh HTS: .
- V-ATPase pHluor: -1

Next part:
Value order: Cardiac RTF inh, MOR-DOR ag, HTR5A inv ctr, MOR-DOR inv ag, cardiac RTF act, C-LANA FP, HTR5A ag ctr, Keap1-Nrf2 PPI, CAL-PDZ inh HTS, V-ATPase pHluor
- COc1ccc(N2C(=O)CCC(C(=O)c3ccccc3)=C2C)cc1
    -4, 0.3, 6, -2, -1, -0.3, -2, 0, -4, 5
- CC1CCN(S(=O)(=O)N2CCC(C(=O)NCCC3=CCCCC3)CC2)CC1
    5, -2.9, 13, 15, 3, -2.2, -5, -2, -1, -3
- CC(C)(C)NC(=O)C1CCC(CNc2c(N3CCCCC3)c(=O)c2=O)CC1 (configuration not stated)
    1, 0.0, -6, 0, 2, 0.3, 2, -4, 0, -4
- COc1ccc(-n2cnnc2SCC(=O)Nc2cccc([N+](=O)[O-])c2)cc1
    -3, -0.7, -16, 4, 6, 0.6, 6, 0, ., -2
- CCCN(C(=O)Cc1c(C(=O)O)n(C)c2ccccc12)c1cccc(C)c1
    -7, -1.1, 20, 5, -3, 0.9, -6, -3, -2, 1
- Cc1ccc(NC(=O)CCC(=O)NNS(=O)(=O)c2ccc(Cl)cc2)cc1C
    -6, -0.1, 1, 0, 2, -0.5, 2, -4, ., -1
- Cc1ccc(S(=O)(=O)N2CCCC2CNC(=O)C(=O)Nc2ccc(F)cc2F)cc1 (configuration not stated)
    0, -2.3, 0, 12, -1, -1.9, 0, -5, -7, -2
- COc1ccc(S(=O)(=O)Nc2ccc(N3CCOCC3)cc2)cc1Br
    -1, -1.3, -11, 7, -1, -0.7, 3, 0, ., -3
- COc1ccc(C(=O)NCCS(=O)(=O)NCc2cccs2)cc1
    2, -0.9, 0, 6, -6, 0.3, 0, -3, -10, 1
- O=C1C(Cc2ccccc2)Nc2ncnc(N3CCOCC3)c2N1Cc1ccc(Cl)cc1 (configuration not stated)
    -6, -5.1, 15, 28, 6, -0.7, -3, -3, -4, -2
- COc1ccc(C(=O)N2CCN(c3ccccn3)CC2)cc1[N+](=O)[O-]
    -3, 0.2, -12, -1, 5, 1.1, 0, -3, 1, 2
- CCNS(=O)(=O)c1ccc(NC(=O)c2ccccc2SCCOC)cc1
    2, -3.0, -7, 14, 4, -0.2, -1, -1, 0, -2
- COC(=O)Cn1cnc2sc(C)c(S(=O)(=O)N3CCN(c4ccccc4OC)CC3)c2c1=O
    -6, -0.4, 22, 2, -2, 1.5, -2, 5, -2, 2
- Cc1cc(-c2n[nH]c(=S)n2/N=C/c2sccc2C)n[nH]1
    -16, -1.7, 12, 8, 1, 0.4, -1, -2, -4, 0
- Clc1ccc(-c2csc(N/N=C/c3cccnc3)n2)c(Cl)c1
    9, 6.7, 8, -36, -3, -1.7, -3, 1, ., 1
- CCCCCc1nnc(NC(=O)c2cccc(S(=O)(=O)N3CCOCC3)c2)s1
    -2, -1.4, -8, 6, 0, -1.5, -2, 1, -4, -1
- O=C1N/C(=N/N=C/c2ccc(O)cc2)SC1Cc1ccccc1 (configuration not stated)
    -3, -2.6, -13, 14, -3, 1.3, 9, 1, -2, 1
- CC1(C)CC(=O)C(Sc2ccc(Br)cc2)=C(O)C1
    -6, -2.2, 22, 11, 3, -2.0, 4, 0, ., -1
- N#Cc1cccnc1N1CCC(C(N)=O)CC1
    -7, -2.2, -15, 11, 3, 0.8, 0, -4, -1, 3
- Cc1ccc(Nc2ncnc3sc(C)c(C)c23)cc1
    -2, -0.3, 8, 2, -3, 0.3, -1, 2, -5, -2
- Cc1sc2ccc3sccc3c2[n+]1C
    -2, -2.0, -5, 10, 1, 0.6, 2, -10, -5, -1
- CC1CCC2(CC1)NC(=O)N(CC(=O)Nc1sc3c(c1C(N)=O)CCC3)C2=O (configuration not stated)
    -6, -2.7, 5, 14, -1, 2.0, -2, 1, -3, 0
- Cc1cc(/C=C2/C(=O)NN(c3ccccc3)C2=O)c(C)n1-c1ccc(O)cc1
    -1, 61*, 9, -314, 6, -0.4, -3, -5, -2, 1
- CC(=O)Nc1nc(C)cs1
    -13, -1.7, -19, 9, -2, 0.0, 7, -4, ., 0
- Cc1cc(C)c(Cn2cnc3ccccc32)c(C)c1
    11, -2.4, 9, 12, -4, 1.3, -14, -2, -1, 2
- CCN(CC)S(=O)(=O)c1ccc(S(=O)(=O)NCc2cccs2)cc1
    -7, 1.2, -14, -10, -2, -0.2, 0, -8, ., -2
- CCCCN(C)C(=O)c1nc2ccccn2c1CN1CCN(c2ncccn2)CC1
    -25, -1.5, -1, 8, 4, -0.6, 2, -1, 5, 12
- Cc1ccc(Cn2nc(C)c(NC(=O)C3CC3)c2C)cc1
    2, -2.0, -20, 12, -2, 0.7, 8, -1, -11, 2
- CN(CC(=O)Nc1ccc(Cl)c(C(F)(F)F)c1)C(=O)Cc1ccsc1
    6, 2.5, 2, -14, -3, -0.5, -1, -1, -3, 7
- COc1ccc(C(C(=O)NC2CCCC2)N(C(=O)c2ccco2)c2ccccc2OC)cc1 (configuration not stated)
    2, 1.3, 0, -10, 0, 1.0, 2, 0, ., 2
- COc1ccc(C)cc1NC(=O)CCNS(=O)(=O)c1cccc2nonc12
    -7, -0.1, 1, 1, 3, 0.5, -3, 1, 4, -5
- COC(=O)CN1C(=O)N/C(=C/c2cc(OC)c(OC)cc2C)C1=O
    -18, 0.4, 12, -2, 0, -1.1, -1, -3, ., -1
- O=C(O)/C=C/C(=O)OC1CC2CCC1C2 (configuration not stated)
    0, -0.7, 14, 4, 0, -0.4, 5, -1, -4, -1
- CCN(CC)CCN1C(=O)C(=O)/C(=C(/O)c2cnn(-c3ccccc3)c2C)C1c1ccc(C)o1 (configuration not stated)
    -4, -2.4, 14, 12, 2, 0.0, -4, -6, 3, -1
- O=C(Oc1ccccc1Cl)C1CCN(C(=O)c2ccc(F)cc2)CC1
    -8, -3.2, -11, 17, 1, 0.6, 0, 6, -1, 1

Assay outcomes (PubChem)
